NOD2 inhibition: inhibition of NOD2-driven NF-kB reporter – cell-based, luminescence, uHTS, HEK293 (AID 1566); 0.63% of 290,000 active; inhibition, % at 4 µM; hits with a dose series show EC50 in µM; HEK293 NOD2/NF-kB luciferase reporter, luminescence; higher % means a stronger effect; also: many of its hits are not listed in these tables
GPR55 beta-arrestin: selective activators of receptor GPR55 – imaging, U2OS cells, beta-arrestin-GFP redistribution, primary screen (AID 1961). U2OS GPR55 beta-arrestin-GFP redistribution imaging; higher % means a stronger effect. activation, % at 10 µM; hits with a dose series show EC50 in µM. 0.048% of 290,000 active;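 active = activation above 40% with more than 50 cells counted in the well; inconclusive = wells holding fewer than 50 cells, flagged as toxic or sparse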;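 also: U2OS osteosarcoma cells stably expressing GPR55 and beta-arrestin-GFP; plate controls were DMSO negative control for no effect and LPI positive control for full effect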
GPR55 LPI antagonism: inhibition of LPI-stimulated GPR55 beta-arrestin translocation – imaging, U2OS, beta-arrestin-GFP, LPI agonist, primary screen (AID 2013); U2OS GPR55 beta-arrestin-GFP translocation imaging, LPI antagonism; higher % means a stronger effect; one-dose inhibition, % at 10 µM; IC50 in µM for titrated hits; 0.13% of 290,000 active;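 active = spots per cell inhibited over 60%, with over 100 cells counted and total cytoplasm intensity under 500,000; inconclusive = wells with under 100 cells, flagged as likely toxic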;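 also: U2OS cells stably carrying GPR55 and arrestin-GFP stimulated by 5 µM LPI near EC80; imaged beta-arrestin-GFP aggregate spots per cell after agonist stimulation; plate controls were LPI-stimulated DMSO wells for no effect and DMSO wells without LPI for full effect; some results filed as inactive read as strong as hits; confirmed hits need IC50 under 10 µM and bright autofluorescent wells are also inconclusive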
Myeloid diff MLP: compounds promoting myeloid differentiation. calls only at 10 µM. ER-HoxA9 myeloid progenitors, lysozyme-GFP differentiation, flow cytometry. AID 624256. 1% of 360,000 active;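 active = normalized GFP-positive differentiation at or above the plate's own cutoff, the solvent-only control mean plus 3 SD; inconclusive = no clear call, values can overlap the other calls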;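 also: cells exposed to compound for four days before flow analysis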
GPR35 antagonists: GPR35 antagonists blocking zaprinast-driven arrestin recruitment, primary screen, imaging, U2OS, beta-arrestin-GFP, zaprinast agonist (AID 2058) | U2OS GPR35 beta-arrestin-GFP translocation imaging, zaprinast antagonism; higher % means a stronger effect | inhibition, % at 10 µM; hits with a dose series show IC50 in µM | 0.052% of 290,000 active;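 active = inhibition of at least 50% with at least 30 cells and total cytoplasm GFP at most 10,000,000; inconclusive = under 30 cells or total GFP of 10,000,000 plus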
KOR beta-arrestin-1: kappa opioid receptor blockers – cell-based, luminescence, uHTS (AID 1778); KOR beta-arrestin recruitment, luminescence, antagonist mode; higher % means a stronger effect; inhibition, % at 10 µM, or IC50 in µM where a hit was titrated; 0.091% of 290,000 active; also: strong numbers were not always called active
NOD1 inhibition: NOD1 signaling inhibitors, primary screen, cell-based, luminescence, uHTS (AID 1578). inhibition, % at 4 µM; hits with a dose series show EC50 in µM. 1% of 290,000 active. NOD1-driven NF-kB luciferase reporter cells, luminescence; higher % means a stronger effect; in the data active = inhibition mostly above about 36%, no sharp cut-off; inactive = mostly below about 34%;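 also: HEK-293T reporter cells stimulated with the NOD1 agonist gamma-tri-DAP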
KOR beta-arrestin-2: kappa opioid receptor activators – cell-based, luminescence, uHTS, primary screen (AID 1777); KOR beta-arrestin recruitment, luminescence; higher % means a stronger effect; activation, % at 10 µM, or EC50 in µM where a hit was titrated; 0.02% of 280,000 active; in the data active = activation above about 50%, passing the limit was not always enough; also: a part of the inactive calls stands beside numbers as strong as those of hits
HIV peptide binding: inhibitors of HIV fusion peptide binding, primary screen, biochemical, uHTS, fluorescence dequenching (AID 1986) | 0.3% of 290,000 active | one-dose inhibition, % at 20 µM; IC50 in µM for titrated hits | cell-free peptide binding, fluorescence dequenching, 30 min; higher % means a stronger effect; in the data active = inhibition mostly above about 52%, no sharp cut-off; inactive = mostly below about 76%; also: some results filed as inactive read as strong as hits
Myeloid diff MLP GFP+ MAC1+ %: recorded beside Myeloid diff MLP, whose call it bears; GFP+ MAC1+ double positive, %; measured here: differentiation confirmed by MAC1 staining
* marks the source's active call; other numbers are inactive results; i = inactive; ? = inconclusive; / = not tested or not shown; [ ] = dose if it differs, or a comment. Rule as the data show it, unless noted: active = inhibition above about 50%; inactive = the rest.

SMILES	Myeloid diff MLP GFP+ MAC1+ %	KOR beta-arrestin-1	HIV peptide binding	NOD1 inhibition	Myeloid diff MLP	KOR beta-arrestin-2	GPR55 beta-arrestin	GPR35 antagonists	GPR55 LPI antagonism	NOD2 inhibition
CCOC(=O)C1=C(C)NC(C)=C(C(=O)OCC)C1C(=O)OCC(=O)NC	0.3	15.9%	0.1%	-30.1%	i	-2.1%	0.2%	-5.6%	4.6%	6.5%
Cc1ccc(NC(=O)CN(C)Cc2ccc(F)cc2)c([N+](=O)[O-])c1	0.9	2.0%	-3.9%	-23.4%	i	-4.6%	-0.2%	-1.5%	-14.3%	-2.3%
FC(F)(F)c1cc(-c2ccccc2)nc2ncnn12	2.8	7.9%	3.0%	-9.6%	i	2.8%	-0.3%	-4.3%	2.9%	-1.1%
COc1ccc(CN2CCN(S(=O)(=O)c3ccccc3)CC2)cc1Br	0.3	25.7%	1.5%	6.0%	i	4.7%	0.3%	-9.6%	25.4%	-4.2%
CC(C)(C)C(=O)O/N=C(\N)Cc1ccc(-c2csnn2)cc1	0.5	-7.5%	0.7%	-12.6%	i	1.6%	-0.2%	6.8%	-0.8%	-1.4%
CC1=NOC(=O)/C1=C/c1ccc(O)c(Cl)c1	0.3	8.2%	4.6%	-6.4%	i	-1.4%	0.0%	-15.8%	3.5%	-93.5%
CC(C)c1nc(C(=O)N2CCc3c([nH]c4ccccc34)C2c2ccccn2)cs1 (stereo unspecified)	0.6	6.3%	0.9%	-31.7%	i	2.0%	-0.1%	9.7%	-4.5%	-4.0%
Cc1ccc2c(c1)N(CCCC(=O)NCCCN1CCCC1=O)C(=O)CO2	1.6	21.0%	0.7%	-14.9%	i	-0.9%	-0.2%	3.6%	8.8%	6.4%
COc1ccc(N(C(=O)c2snc(C(N)=O)c2N)C(C(=O)NCc2ccccc2)c2ccc(O)cc2)cc1 (stereo unspecified)	0.8	-4.9%	-0.7%	-34.7%	i	-2.9%	-0.1%	-4.8%	-7.5%	17.9%
CN(C)c1ccc(C(=S)N2CCCCCC2)cc1	1.3	14.7%	-1.4%	-6.9%	i	-11.7%	-0.2%	11.5%	12.9%	-16.8%
Cc1ccc(C)n1-c1nc(=S)[nH][nH]1	10.6	39.0%	9.5%	-2.9%	i	-3.7%	0.3%	-8.5%	5.1%	-9.4%
Cc1cccc(NC(=O)C2CCN(c3nccc(C)n3)CC2)c1	1.0	5.5%	0.8%	6.3%	i	-4.4%	-0.1%	9.2%	-7.1%	6.3%
COc1ccc(C(c2nnnn2C2CCCC2)N2CCN(C3CCCC3)CC2)cc1OC (stereo unspecified)	2.3	24.5%	2.8%	-14.7%	i	5.9%	0.2%	-3.8%	18.0%	-13.7%
CCCCCc1ccc(OCCC[n+]2ccccc2)c(CCCCC)c1	0.0	23.8%	-2.1%	20.8%	i	1.1%	-0.1%	9.1%	-15.8%	23.7%
COc1cccc2cc(C(=O)N3CC(C)OC(C)C3)c(=O)oc12 (stereo unspecified)	1.0	-31.6%[20 µM]	0.7%	-15.5%	i	/	0.5%	6.6%	-20.5%	1.0%
CCOC(=O)C1=CN(CC2CCCO2)C=C(C(=O)OCC)C1c1ccccc1C(F)(F)F (stereo unspecified)	0.3	-69.6%[20 µM]	-1.8%	-18.2%	i	-0.9%	0.2%	-3.1%	5.2%	4.0%
CN(CC(=O)Nc1ccc(C(N)=O)cc1)CC(=O)Nc1ccccc1Cl	0.7	8.4%	3.1%	-10.1%	i	-3.3%	-0.1%	-15.8%	1.3%	-0.1%
CCOC(=O)c1c(C)[nH]c(C(=O)CSc2nnc(C3CC3)n2N)c1C	0.5	18.6%	-0.2%	-29.1%	i	-0.4%	0.4%	2.9%	4.5%	-3.0%
Cc1ccc(NC(=O)c2ccc3nccnc3c2)c(C)c1	2.8	-1.2%	0.5%	-10.0%	i	-5.8%	0.2%	-7.6%	5.1%	-10.6%
COc1ccc2c(c1)nc(SCC(C)O)n2C (stereo unspecified)	0.9	11.0%	-3.1%	-17.3%	i	4.4%	-0.2%	1.8%	5.1%	2.3%

(list continues)
SMILES	Myeloid diff MLP GFP+ MAC1+ %	KOR beta-arrestin-1	HIV peptide binding	NOD1 inhibition	Myeloid diff MLP	KOR beta-arrestin-2	GPR55 beta-arrestin	GPR35 antagonists	GPR55 LPI antagonism	NOD2 inhibition
Cc1ccc(Nc2nc(-c3sc(C)nc3C)cs2)cc1	/	-102.9%	-1.1%	-5.0%	?	2.8%	0.0%	4.7%	-14.3%	-43.5%
CCOC(=O)C1(C/C(C)=N/NC(N)=O)CC(C)(C)OC1=O (stereo unspecified)	0.3	40.8%	-2.3%	4.6%	i	-1.3%	-0.4%	10.4%	-7.1%	17.6%
O=C(CN1CCN(C(=O)c2ccco2)CC1)Nc1ccc(Cl)c(S(=O)(=O)N2CCOCC2)c1	1.6	-4.9%	-0.7%	-22.2%	i	-5.2%	1.2%	-5.4%	-1.6%	8.6%
COc1ccc(NC(=O)C(c2ccc(OC)cc2)N(C)C(=O)Cc2cccs2)cc1 (stereo unspecified)	0.3	29.1%	-1.3%	-15.1%	i	-6.2%	-0.4%	-7.7%	14.6%	18.8%
Cc1cc(O)c(C(C)C)cc1N=Nc1ccccc1C(=O)O	0.5	23.0%	3.7%	7.6%	i	/	-0.1%	1.9%	-7.6%	25.4%
CCN=C1SC(CC(=O)Nc2ccc(C)cc2)C(=O)N1CC (stereo unspecified)	0.8	16.9%	4.0%	1.8%	i	17.5%	0.1%	-17.5%	2.1%	-3.7%
CC(=O)N1CCN(c2ccc(NC(=O)/C=C/c3ccccc3)cc2)CC1	0.5	9.3%	-1.9%	-21.6%	i	3.5%	-0.1%	6.2%	12.3%	-6.4%
c1ccc2c3c(c(CN4CCCCC4)cc2c1)COC3	0.7	-31.5%	-2.9%	15.3%	i	3.2%	0.0%	-0.8%	13.8%	7.0%
COCCn1c(SCCN2CCOCC2)nc2c1c(=O)[nH]c(=O)n2C	1.3	34.0%	-1.1%	-4.7%	i	-10.1%	0.3%	18.9%	5.1%	-5.3%
CC(C)(CNC(=O)c1ccc(S(=O)(=O)N2CCCC2)cc1)N1CCOCC1	0.7	3.3%	0.5%	12.2%	i	9.4%	0.2%	-1.3%	-10.7%	-11.5%
CC(C)OC(=O)c1c(NC(=O)c2cnn3c2NC(c2ccccc2)CC3C(F)(F)F)sc2c1CCCC2 (stereo unspecified)	0.6	-30.4%	0.9%	4.3%	i	-2.3%	-0.1%	-22.0%	-2.1%	11.0%
O=C(COc1ccccc1)N1c2ccccc2Sc2ccccc21	0.4	33.3%	-2.0%	11.6%	i	0.2%	0.0%	9.8%	15.1%	19.4%
O=[N+]([O-])c1cccc(/C=C/c2ccc3cccc(O)c3n2)c1	0.4	9.1%	-1.1%	24.2%	i	-1.3%	-0.1%	-2.3%	-0.8%	5.5%
Cc1ccc(S(=O)(=O)NC(=O)Nc2cccc(C)n2)cc1	0.4	6.4%	-0.5%	1.6%	i	-2.6%	0.2%	-2.1%	1.4%	15.2%
CCOc1ccc(NC(=O)CSc2nnc(C)n2Cc2ccccc2)cc1	0.5	3.4%	-0.4%	-11.7%	i	0.6%	-0.3%	20.9%	13.4%	-7.1%
CCOc1ccc(CC(=O)Nc2sc(Cc3ccccc3)cc2C(N)=O)cc1OCC	4.0	-8.8%	1.7%	-11.8%	i	21.2%	0.3%	1.2%	7.6%	13.7%
Cc1cc(Cl)c2oc(C(=O)N3CCN(c4ccncc4)CC3)c(C)c2c1	/	4.7%	0.0%	37.7%	?	0.3%	0.2%	7.5%	6.0%	22.4%
C=CCn1c(-c2cccn(Cc3ccc(Cl)cc3Cl)c2=O)n[nH]c1=S	0.8	-54.8%	-3.5%	-1.9%	i	4.9%	0.2%	-6.7%	9.9%	5.9%
COCC(=O)NNC(=O)c1ccccc1OC	0.5	-19.3%[20 µM]	-1.0%	-9.1%	i	-3.3%	-0.1%	10.5%	-5.6%	4.9%
CC(=O)Nc1cn(-c2ccccc2)nc1-c1ccccc1	0.6	-3.8%	2.7%	-27.2%	i	-1.9%	0.1%	-3.2%	-3.7%	-2.6%

(next part)
SMILES	Myeloid diff MLP GFP+ MAC1+ %	KOR beta-arrestin-1	HIV peptide binding	NOD1 inhibition	Myeloid diff MLP	KOR beta-arrestin-2	GPR55 beta-arrestin	GPR35 antagonists	GPR55 LPI antagonism	NOD2 inhibition
CC(C)n1c(CSCc2ccc(Cl)cc2Cl)n[nH]c1=S	0.4	-8.0%	-0.4%	-8.6%	i	-9.0%	1.0%	2.8%	3.4%	10.6%
Cc1ccc(C(=O)n2cnnc2N)cc1C	1.8	-28.0%	1.6%	-13.8%	i	5.0%	0.2%	-2.0%	0.3%	-10.6%
Cc1cc2c(cc1C)N(C(=O)CSC1=NCCS1)C(C)(C)c1ssc(=S)c1-2	0.7	4.3%	-2.3%	-19.0%	i	-5.4%	-0.2%	2.6%	9.5%	-6.2%
CCC(CC)C(=O)Nc1nnc(SCC(=O)NC2CCCCC2)s1	1.8	-16.2%	-0.6%	1.9%	i	0.2%	0.3%	7.7%	-3.6%	-26.1%
CN(c1ccccc1)S(=O)(=O)c1ccc(C(=O)Nc2nnc(C3CC3)s2)cc1	0.4	3.3%	-1.5%	-13.5%	i	0.6%	0.2%	6.3%	11.3%	-40.2%
CN(C(=O)CSc1nnc(Nc2ccccc2)s1)C1CCS(=O)(=O)C1 (stereo unspecified)	0.1	-10.0%	0.9%	-39.6%	i	1.9%	-0.2%	-5.3%	9.9%	0.3%
COc1ccccc1NC(=O)Nc1nn(C)c2cccc(OC)c12	0.3	-20.4%	-3.0%	-17.7%	i	-0.9%	0.2%	-2.4%	12.7%	-9.0%
C=CCSc1nc2sc3c(c2c(=O)n1-c1ccc(C)cc1)CCN(C)C3	0.4	-19.2%	2.9%	-8.5%	i	-2.3%	-0.1%	-11.3%	9.7%	-6.5%
CCOC(=O)c1cc(NC(=O)Nc2nccs2)c(C)nc1C	0.2	12.6%	1.5%	-32.0%	i	-0.5%	-0.2%	6.3%	25.9%	19.2%
COc1ccc(CNC(=O)c2ccc3ccccc3n2)cc1	0.5	10.6%	-0.3%	-33.9%	i	-5.6%	-0.1%	-4.9%	4.3%	0.9%
COC(=O)c1ccc(OC(=O)c2cccnc2SC)cc1	0.3	-3.6%	0.0%	-23.5%	i	2.3%	0.3%	-6.1%	-11.9%	5.3%
Cc1cccc(NC(=O)Nc2c(C)[nH]c(=O)[nH]c2=O)c1C	0.8	2.8%	2.6%	-6.1%	i	-6.8%	0.3%	-6.5%	-0.9%	-10.8%

Only part of the results is shown (hit frequency here may not be typical).
